# All columns: NCI-60 one-dose screen, growth in % after 48 h at 10 µM unless noted; 100 = growth as untreated, 0 = no growth, -100 = all killed.
# SR – SR leukemia cells; 73,000 compounds, 8.7% hits; AID 1794780
# MDA-MB-231 – MDA-MB-231 breast cancer; 81,000 compounds, 5% hits; AID 1794789
# MCF7 – MCF7 breast cancer. 82,000 compounds, 6.3% hits
# RPMI-8226 – RPMI-8226 leukemia cells; 77,000 compounds, 7.5% hits
# K-562 – K-562 leukemia | 78,000 compounds, 7.4% hits | AID 1794777
# MDA-MB-435 – MDA-MB-435 melanoma; 82,000 compounds, 7.8% hits
# MDA-MB-468 – MDA-MB-468 breast cancer; 78,000 compounds, 8.5% hits; AID 2202374
# MOLT-4 – MOLT-4 leukemia cells | 80,000 compounds, 6.9% hits
# * = called active by the depositor; nt = no result given; & = joins results of further samples; [ ] = remark or other dose. The calls were made as follows: active = growth percent below 10; inactive = the rest.
SMILES	MCF7	SR	MDA-MB-435	RPMI-8226	K-562	MDA-MB-468	MDA-MB-231	MOLT-4
CCCCC(O)Cn1ncc(C(=O)OCC)c1NC(=O)NCc1ccc(C(F)(F)F)cc1 (stereo not given)	74	70	74	47	51	38	72	63
COc1c(O)cc2oc3cc(O[C@H]4O[C@@H](CO)[C@@H](O)C(O)C4O)c(CC=C(C)C)c(O)c3c(=O)c2c1CC=C(C)C (stereo not given in full)	99	118	106	111	97	94	92	82
CN1CCN(c2ccc(Nc3nc(N4CCN(S(=O)(=O)c5ccc(Cl)cc5)CC4)c4sccc4n3)cc2)CC1	-83*	nt	-100*	-24*	nt	-97*	-86*	nt
O=C(O)c1cc(O)c(O)c(Cl)c1	97	95	106	98	98	103	103	95
CCNC(=O)CCCC(=O)OC	108	97	100	98	104	106	110	101
NC(=S)N/N=C/c1ccc(OC(=O)COc2ccccc2)cn1	23	nt	60	55	53	30	60	22
CCOC(=O)c1c(C)nc2c(c1N)/C(=C/c1ccc(OC)c(O)c1)C(=O)N2c1cc(OC)c(OC)c(OC)c1	20	25	51	18	30	77	65	35
COC(=O)[C@@H](Cc1c[nH]c2ccccc12)NC(=O)[C@H](Cc1ccccc1)NCc1cccs1	89	92	100	87	88	111	79	89
CN(C(=O)COC(=O)/C=C/c1ccc([N+](=O)[O-])cc1)C1CCS(=O)(=O)C1 (stereo not given)	68	104	98	56	70	87	75	66
CCOC(=O)/C=C1/S/C(=N/NC(=O)COc2cc(=O)n(C)c3ccccc23)N(Cc2ccccc2)C1=O	97	118	100	117	110	93	99	110
CCN(CC)c1ccc2oc(=O)c(-c3csc(N/N=C(\C)c4cc(OC)c(OC)c(OC)c4)n3)cc2c1	88	95	105	67	79	75	95	53
O=c1[nH]c(=S)[nH]c(=O)n1Cc1ccc(Cl)cc1	96	89	115	123	91	121	119	104
O=C1c2ccccc2C(=O)N1CC1CC2C=CC1C2 (stereo not given)	100	131	nt	101	105	95	104	108
CC[N+]1(CC(=O)c2ccccc2)CCCCC1	90	117	104	114	120	99	110	115
CC(c1ccccc1)C(C(=O)c1ccccc1)c1ccccc1 (stereo not given)	98	nt	110	107	nt	82	72	nt
COc1ccc(-c2cscc2N)cc1	47	59[100 µM]	79	89	54	96	55	66
COc1ccc(-c2nc3ccc(C(=O)NN4C(=O)c5ccc([N+](=O)[O-])cc5C4=O)cc3[nH]2)cc1	83	89	98	81	102	90	90	99
Cc1ccccc1NC(=O)N/C(N)=N/c1nc(C)c(C)s1	21	nt	-47*	6.0*	9.2*	-7.1*	51	30
CC(=S)NC(=O)C(=O)/C=C1/NC(=O)C(=O)S1	104	107	106	nt	110	102	103	112
Nc1cc(Cl)cc2c1-c1ccc(Cl)cc1C2O (stereo not given)	87	89	104	95	99	101	100	93

# Part of the list above, with two lines to a compound.
# Second line of a record: MCF7 | SR | MDA-MB-435 | RPMI-8226 | K-562 | MDA-MB-468 | MDA-MB-231 | MOLT-4
> COc1ccc(-c2nc3ccc(C(=O)NN4C(=O)c5ccc([N+](=O)[O-])cc5C4=O)cc3[nH]2)cc1
    83 | 89 | 98 | 81 | 102 | 90 | 90 | 99
> Cc1ccccc1NC(=O)N/C(N)=N/c1nc(C)c(C)s1
    21 | nt | -47* | 6.0* | 9.2* | -7.1* | 51 | 30
> CC(=S)NC(=O)C(=O)/C=C1/NC(=O)C(=O)S1
    104 | 107 | 106 | nt | 110 | 102 | 103 | 112
> Nc1cc(Cl)cc2c1-c1ccc(Cl)cc1C2O (stereo not given)
    87 | 89 | 104 | 95 | 99 | 101 | 100 | 93

# Entries above that have a nitro group on carbon, in the order listed:
SMILES	MCF7	SR	MDA-MB-435	RPMI-8226	K-562	MDA-MB-468	MDA-MB-231	MOLT-4
CN(C(=O)COC(=O)/C=C/c1ccc([N+](=O)[O-])cc1)C1CCS(=O)(=O)C1 (stereo not given)	68	104	98	56	70	87	75	66
COc1ccc(-c2nc3ccc(C(=O)NN4C(=O)c5ccc([N+](=O)[O-])cc5C4=O)cc3[nH]2)cc1	83	89	98	81	102	90	90	99

# Following part:
SMILES	MCF7	SR	MDA-MB-435	RPMI-8226	K-562	MDA-MB-468	MDA-MB-231	MOLT-4
Cc1ccc(NS(=O)(=O)c2ccc(-c3cnc(C4CC4)o3)cc2)cc1	16	34	-3.1*	38	15	-0.8*	45	32
Cc1ccc(-c2cc(-n3nnnc3-c3ccccc3)no2)cc1	101	113	109	106	120	112	115	113
C=CCN1C(=O)/C(=C\C(=O)OCC)S/C1=N/NC(=O)COc1cc(=O)n(C)c2ccccc12	107	115	101	105	108	87	109	108
c1cc(-c2nc3sc(-c4ccncc4)nc3s2)ccn1	87	99	101	104	103	93	106	105
Cc1nc(Cl)nc(N(C)c2ccccc2)c1[N+](=O)[O-]	88	63	nt	nt	79	88	110	70
Nc1ccc(CC(=O)O)cc1S(=O)(=O)O	110	119	110	97	105	121	115	115
COc1ccc2cc(C(C)C(=O)Nc3ccc(S(=O)(=O)Nc4cc(C)on4)cc3)ccc2c1 (stereo not given)	102	100	105	97	95	114	117	106
Cc1cc(C)c(N2C(=O)CC(Nc3ccccc3F)C2=O)c(C)c1 (stereo not given)	94	92	102	nt	96	107	98	95
COc1ccc(C2=NN(c3cc(Cl)cc(Cl)c3)C(c3sc(N(C)Cc4ccccc4)nc3Cl)C2)cc1 (stereo not given)	85	84	100	98	89	102	113	86
CC(=O)c1sc2c(c1C)c(=O)nc1c(C#N)n[nH]n12	98	94	107	95	96	112	103	96
[O-][n+]1onc(N/N=C/c2ccc(Br)s2)c1-c1ccccc1	95	94	108	106	93	107	103	98
N=C(N)c1nn(C2OC(CO)C(O)C2O)c2nc[nH]c(=O)c12 (stereo not given)	4.2*	-23*	-50*	-19*	-5.8*	-59*	-15*	-12*
CSc1nc(N)c(N=Nc2ccc(S(N)(=O)=O)cc2)c(N)n1	79	84	109	95	nt	53	116	91
CCCC(=O)c1ccc(Br)s1	106	103	111	102	nt	105	93	112
Cn1cc(CCn2cnc(-c3cnn(C)c3)c2-c2ccc(C#N)cc2)cn1	104	105	107	100	107	104	98	99
CN1CCN(Cn2nc(-c3cc(F)c(Cl)cc3Cl)n(/N=C/c3ccc(N(C)C)cc3)c2=S)CC1	112	44	-7.7*	81	22	nt	102	99
O=C(Nc1ccc(N2CCNCC2)cc1)c1[nH]ncc1Nc1cc(C2CC2)ncn1	37	5.9*	51	55	24	49	81	15
COc1ccc(/C(C)=N/NC(=O)CSc2nc3ccccc3c(=O)n2Cc2ccc(S(N)(=O)=O)cc2)cc1	91	100	103	101	98	98	94	89
O=C(Nc1ccc(C2=NCCCN2)cc1)Nc1ccc(C2=NCCCN2)cc1	94	70	95	53	76	42	112	72
CNC(=O)c1cc(-c2ccc(NC(=O)Nc3ccc(F)cc3)cc2)nc2cccnc12	89	73	101	92	94	97	76	80
COc1cc2c3c(c4c5ccccc5n(C)c4c2c(OC)c1OC)C(=O)N(O)C3=O	81	39	104	72	70	81	89	48
N#CC1(C#N)OC12CCS(=O)(=O)c1ccccc12 (stereo not given)	115	114	108	102	108	104	98	102
CCOC(=O)CCc1c[nH]c2ccccc12	100	98	106	105	89	113	83	85
Cc1ccc(-c2nc3cc4nc5ccccc5nc4cc3n2CC(=O)ONN)o1	97	nt	109	113	113	109	121	110
COc1cccc(Cn2cc3c(c2-c2ccccc2)CCCc2cnoc2-3)c1	89	80	89	65	73	81	87	82
O=C(Nc1ccc(-c2nc3ccccc3s2)cc1N1CCCCC1)c1ccccn1	90	89	99	96	96	99	99	106
[N-]=[N+]=NCCN(Cc1ccccc1)Cc1ccccc1	89	111	102	109	116	91	107	111
CCCCCCCCCCCCNC(=O)COCc1ccccc1	87	nt	99	106	nt	108	88	100
CC1(C)C=CC[C@]2(C)[C@H]3CC[C@@H]4[C@H]5[C@H](C(/C=C/c6cccnc6)=N/O)CC[C@]5(CO)CC[C@@]4(C)[C@]3(C)CC[C@@H]12	52	nt	86	71	68	75	78	63
O=C/C(Br)=C\c1ccccc1	99	nt	109	109	107	106	109	108
CC(=O)NCC(N)=S	96	101	97	104	99	96	115	103
COc1ccc(/C=C2\C(=O)N=C3N2N=C(c2ccc(Cl)cc2)N3c2ccccc2)cc1	91	101	102	95	97	99	92	90
O=C(O)c1cn(C2CC2)c2cc(N3CCN(C(=O)CCO[N+](=O)[O-])CC3)c(F)cc2c1=O	97	94	105	99	100	97	108	99
CCCCC[n+]1ccc(SCC(=O)N(C)c2ccc(Cl)cc2)c2ccccc21	98	105	105	101	95	106	106	106
CC(=O)Oc1csc(N(C(C)=O)c2cccc(C(F)(F)F)c2)n1	91	107	98	76	105	92	72	104
CCOP(=O)(OCC)C(NC(=O)c1ccccc1)C(=O)NCCCCl (stereo not given)	98	nt	105	110	97	97	99	105
CCOC(=O)C(C(=O)OCC)C(C(=O)OCC)(C(=O)OCC)C(C(=O)OCC)C(=O)OCC	108	94	112	96	89	115	113	80
Oc1ccc(-c2nc3ccccc3s2)cc1	86	92	108	98	97	89	92	95
CCN(CC)C(=O)/C(C)=C(\C)c1ccccc1	101	101	109	114	112	80	110	110
CC(C#N)NCc1ccccc1 (stereo not given)	101	100	107	96	92	103	104	98
Cc1cc(=O)oc2cc(OCCOc3ccc(/C=C/C(=O)Nc4cccc(Cl)c4)cc3)ccc12	84	46	91	75	59	95	93	81
CC(=O)Oc1ccccc1C(=O)Oc1ccc(C(=O)/C=C/c2ccncc2)cc1	0.7*	7.4*	23	14	12	-59*	41	40
COc1ccc(-c2nn(-c3ccccc3)cc2/C=C2\SC(=S)N(c3ccccc3)C2=O)cc1	86	85	90	90	84	nt	78	91
Cc1ccc(-c2cnc3sc(C(=O)NCCc4ccccc4)c(C)n23)cc1	83	110	nt	nt	94	93	79	87
Cc1ccc(S(=O)(=O)N2CCc3c([nH]c4ccccc34)C2c2ccc(C=O)cc2)cc1 (stereo not given)	79	113	96	72	74	93	78	81
Clc1ccc(-c2nnc(CNc3ncccn3)o2)cc1	77	93	105	93	102	95	95	99
O=C(NC1=Nc2ccccc2C(=O)NN1)c1ccc(Cl)cc1	94	97	107	107	96	96	99	102
CCCCCCCCSc1nnc(-c2c(C)nc3ccc(Br)cn23)o1	81	nt	102	67	76	77	91	92
CCOc1ccc2ncc(C#Cc3cncc(C(=O)Nc4ccc(CN5CCN(C)CC5)c(C(F)(F)F)c4)c3)n2n1	-64*	1.0*	-74*	-13*	4.9*	-76*	-89*	-8.5*
O=c1[nH]c2cc([N+](=O)[O-])cc(Cl)c2c2ccccc12	93	97	98	100	93	64	95	87

# Arranged by SMILES length (rising): 3 of the compounds above
SMILES	MCF7	SR	MDA-MB-435	RPMI-8226	K-562	MDA-MB-468	MDA-MB-231	MOLT-4
Clc1ccc(-c2nnc(CNc3ncccn3)o2)cc1	77	93	105	93	102	95	95	99
Cc1cc(=O)oc2cc(OCCOc3ccc(/C=C/C(=O)Nc4cccc(Cl)c4)cc3)ccc12	84	46	91	75	59	95	93	81
CCOc1ccc2ncc(C#Cc3cncc(C(=O)Nc4ccc(CN5CCN(C)CC5)c(C(F)(F)F)c4)c3)n2n1	-64*	1.0*	-74*	-13*	4.9*	-76*	-89*	-8.5*

# The list continues:
SMILES	MCF7	SR	MDA-MB-435	RPMI-8226	K-562	MDA-MB-468	MDA-MB-231	MOLT-4
CCN(CC)CCCC(C)Nc1ncnc2ccc(OC)cc12 (stereo not given)	91	116	102	104	101	96	102	104
CCOC(=O)/C=C/c1ccccc1[N+](=O)[O-]	94	102	106	105	100	121	111	100
CCCCc1nc2c(N)nc3ccccc3c2n1Cc1ccc(Cl)cc1	66	65	87	60	28	57	84	63
Cc1cc([N+](=O)[O-])ccc1NC(=O)OC(C)C	100	101	106	nt	111	81	112	85
CC1(C)CC(=O)C2=C(C1)N(Cc1ccc(C(=O)O)cc1)C1=C(C(=O)CC(C)(C)C1)C2c1ccc([N+](=O)[O-])cc1	96	100	102	111	106	114	112	115
Cc1ccc(-n2c(C(=O)NC3CC3)cc3cccnc32)cc1Cl	96	nt	110	95	97	97	96	98
COc1ccc(Cc2cnc(NC(=O)c3cc(C)oc3C)s2)cc1	22	14	0.6*	52	11	15	64	19
Oc1c(I)cc(-c2nc3ccccc3s2)cc1CN(Cc1ccccn1)Cc1ccccn1	14	6.3*	33	15	13	-11*	35	0.1*
CCN(CCO)C(c1ccc(Cl)cc1)C(O)c1ccc(Cl)cc1 (stereo not given)	98	91	99	103	87	106	89	89
CC/C(=C(\c1ccc(OCCN2CCCCCC2)cc1)c1ccc(OC(=O)C2CCCCC2)cc1)c1ccccc1	45	91	107	107	103	107	99	116
COc1cc(-c2n[nH]nc2-c2cnccn2)cc(OC)c1OC	96	nt	114	104	105	108	95	116
CC1=CC(C)(C)NC(=S)N1c1cccc(Cl)c1	101&132	99&63	109&112	93&94	95	102&104	97&123	104&90
Cc1nc(Nc2nc3ccc(F)cc3s2)nc(-c2ccccc2)c1C(=O)Nc1ncccn1	99	94	106	98	105	102	96	92
CCCCOc1nc2c(C)cccc2cc1/C=C/c1cc(/C=C/c2cc3cccc(C)c3nc2OCCCC)n(-c2ccccc2)n1	99	96	113	114	90	118	107	100
CCOc1ccccc1NC(N)=S	110	87	106	94	81	96	96	91
CC(C)=CN1CCCCC1	94	94	94	96	102	92	106	96
CCOC(=O)c1csc(NC(=S)Nc2ccc(Oc3ccccc3)cc2)n1	84	62	89	66	63	83	76	53
CC(=O)OC(C)c1ccccc1 (stereo not given)	99	103	109	104	107	101	102	101
O=S(=O)(c1ccc(NC(=S)NCc2ccncc2)cc1)N1CCCCC1	77	102	101	83	82	78	91	88
O=c1[nH]c(=O)n(C2CC(O)C(CO)O2)cc1CO (stereo not given)	65	nt	99	99	82	101	102	88
COc1cccc(/C=C/c2nc3c(cnn3-c3ccccc3)c(=O)[nH]2)c1	25	19	22	105	22	nt	75	57
COc1ccc2[nH]c(=O)c3c4ccccc4cn3c2c1	17	-27*	-23*	-60*	4.2*	38	28	6.1*
